BoNT-F LC inh: inhibitors of Botulinum neurotoxin F light chain protease; Multiplex microsphere protease cleavage assay, flow cytometry; inhibition, % at 10 µM; 0.22% of 360,000 active; AID 588497; in the data active means inhibition above about 35%, passing the limit was not always enough; inconclusive means no clear call, values can overlap the other calls; further: plate controls were buffer without enzyme for full effect and enzyme alone for no effect
FadD28 binding: inhibitors of Mycobacterium tuberculosis FadD28 bisubstrate binding; FadD28 bisubstrate probe binding, fluorescence polarization; 0.22% of 360,000 active; inhibition, % at 12.5 µM; in the data active means inhibition above about 8.5%, passing the limit was not always enough; inconclusive means no clear call, values can overlap the other calls
Anthrax LF prot: anthrax lethal factor protease inhibition. inhibition, % at 10 µM. P15917. AID 588501. 0.12% of 360,000 active. multiplex microsphere protease cleavage assay, LF; further: plate controls were buffer without enzyme for full effect and enzyme alone for no effect
Target sequence (P15917 whole entry, looked up): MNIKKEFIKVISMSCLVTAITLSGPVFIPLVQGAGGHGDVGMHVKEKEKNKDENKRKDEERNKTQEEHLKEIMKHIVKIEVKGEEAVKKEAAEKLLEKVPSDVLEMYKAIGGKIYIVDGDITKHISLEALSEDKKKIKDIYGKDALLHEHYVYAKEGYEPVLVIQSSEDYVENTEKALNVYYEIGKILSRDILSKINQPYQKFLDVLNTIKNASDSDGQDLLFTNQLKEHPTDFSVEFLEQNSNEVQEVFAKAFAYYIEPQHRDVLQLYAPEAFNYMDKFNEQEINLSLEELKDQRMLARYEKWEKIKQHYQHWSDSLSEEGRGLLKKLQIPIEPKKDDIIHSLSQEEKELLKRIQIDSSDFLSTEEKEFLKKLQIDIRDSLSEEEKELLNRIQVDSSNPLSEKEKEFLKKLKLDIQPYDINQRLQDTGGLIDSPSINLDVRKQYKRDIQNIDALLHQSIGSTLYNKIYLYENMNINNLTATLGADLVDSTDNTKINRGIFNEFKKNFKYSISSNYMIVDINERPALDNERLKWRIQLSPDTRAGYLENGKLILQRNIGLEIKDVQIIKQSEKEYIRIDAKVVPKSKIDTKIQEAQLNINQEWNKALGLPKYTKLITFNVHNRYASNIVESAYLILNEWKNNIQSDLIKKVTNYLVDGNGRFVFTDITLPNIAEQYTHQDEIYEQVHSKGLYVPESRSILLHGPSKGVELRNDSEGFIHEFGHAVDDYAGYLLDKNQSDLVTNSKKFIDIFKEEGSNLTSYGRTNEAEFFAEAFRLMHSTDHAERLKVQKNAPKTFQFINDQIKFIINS
TcdB GH inh: TcdB glycohydrolase inhibition | P18177 | TcdB glycohydrolase enzymatic assay, plate reader | inhibition, % at 9.99 µM | 0.24% of 350,000 active; in the data active means inhibition above about 10%
BoNT A protease: BoNT A light chain protease inhibition; inhibition, % at 10 µM; multiplex microsphere protease substrate cleavage, flow cytometry; 0.17% of 360,000 active; further: plate controls were buffer without enzyme for full effect and enzyme alone for no effect
Y pestis TopoI: inhibitors of Yersinia pestis topoisomerase I; Y. pestis Topo-I cleavage product accumulation, plate reader; activity, % at 10 µM; 0.064% of 360,000 active; AID 504884; in the data active means activity above about 50%, passing the limit was not always enough; inconclusive means no clear call, values can overlap the other calls; further: inactives centre near 2
PfHsp40 rescue: compounds rescuing yeast from Plasmodium falciparum HSP40 toxicity; S. cerevisiae expressing PfHsp40, growth rescue, ATP luminescence; growth rescue, % at 12.5 µM; 0.68% of 340,000 active; AID 504582; in the data active means growth rescue above about 28%, passing the limit was not always enough; inconclusive means no clear call, values can overlap the other calls;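 further: yeast W303a lacking pdr1 and pdr3 grown in galactose medium; growth measured after three days at 30 °C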
CCHFV vOTU inh: CCHFV vOTU protease inhibition; 0.55% of 370,000 active; Pep-AMC fluorescence; inhibition, % at 11.5 µM; AID 651958; in the data active means inhibition above about 30%; further: 0% = vehicle wells with enzyme and 100% = no enzyme wells
PrPC TRFRET: reduces human prion protein on the cell surface. 0.43% of 370,000 active. AID 720596. P04156. inhibition, % at 13.8 µM. cell surface PrPC, TR-FRET read-out; in the data active means inhibition above about 24%; further: 0% = median of the test wells and 100% = reference compound wells
Active calls of the source: *; ? = inconclusive; / = not tested or not shown; & = joins results of further samples. Unless noted, no stated cut-off is given here; in the data, active means inhibition above about 30%; inconclusive means no clear call, values can overlap the other calls; inactive means below that.

Compound,BoNT-F LC inh,FadD28 binding,Anthrax LF prot,TcdB GH inh,BoNT A protease,Y pestis TopoI,PfHsp40 rescue,CCHFV vOTU inh,PrPC TRFRET
CSCCCc1cn([C@@H](CO)C(=O)NCCCCCCCCCCC(=O)N2CCNCC2)nn1,-8,-3.0,0,-2.5,-0.2,7,-0.9,0,-5
COc1ccc(C2/C=C\CN(C(=O)c3ccccc3)CC(=O)N2Cc2ccc(F)cc2)cc1 (stereo not given),0,-4.4,3,0.1,0.1,27,0.4,10,-7
COc1ccc(CCNC(=O)CSc2nc3ccccc3o2)cc1OC,-6,-3.3,-1,/,-3.1,-5,1.1,10,10
O=C1Nc2ccccc2C1=Nc1cccc([N+](=O)[O-])c1,-2,-2.8,-23,0.3,-0.6,6,-1.5,3,-5
COc1ccc(OC)c(NC(=O)CSc2nnc(-c3ccco3)n2-c2ccc(C(=O)O)cc2)c1,-2,-1.9,-10,/,0.2,0,-1.3,5,7
CC(=O)c1c(C)nc(-c2cccc([N+](=O)[O-])c2)n1O,-1,-0.6,-6,1.1,-0.8,4,-0.5,-14,-6
Oc1ccc(/C=N/Nc2cc(N3CCOCC3)nc(N3CCOCC3)n2)cc1O,-2,-4.1,-4,0.0,-0.6,-20,-1.3,11,-17
CN(CC(=O)Nc1cccc2ccccc12)c1ccc(S(=O)(=O)N2CCOCC2)cn1,10,-2.1,0,/,0.6,0,0.2,14,9
CC(=O)OC[C@H]1O[C@@H](O[C@H]2C[C@]3(C)C(C[C@@H](O)C4C([C@]5(C)CC[C@@H](C(C)(C)O)O5)CC[C@]43C)[C@@]3(C)CC[C@H](O)C(C)(C)C23)[C@H](O[C@@H]2O[C@@H](C)[C@H](O)[C@@H](O)[C@H]2O)[C@@H](O)[C@@H]1O (stereo not given in full),-6,-3.4,1,1.8,-0.5,16,-0.2,0,7
Cc1ccc(NC(=O)CN2C(=O)NC(C)(C3CC3)C2=O)c(C)c1 (stereo not given),-4,-1.6,6,0.7,-2.6,1,0.1,6,-1
Cc1nnsc1SCC(=O)O,6,0.3,1,/,0.4,9,-1.3,2,-6
CC1CCc2c(sc3ncnc(NCc4cccnc4)c23)C1 (stereo not given),-6,-4.5,-5,0.9,-0.4,7,-0.1,1,5
C/C(CC(=O)NC1CCCCC1)=N\NC(=O)c1ccccc1C,-21,-3.3,6,0.7,-1.2,3,0.6,5,-1
CC(C)NC(=O)NC(=O)COC(=O)c1ccc(OC(F)(F)F)cc1,2,-1.4,0,/,-0.4,9,0.3,17,5
CCOC(=O)C1=C(O)/C(=C/c2ccc(OCC(=O)O)c(OC)c2)SC1=Nc1ccc(OCC)cc1,2,-22,-1,0.3,1.6,16,0.1,-3,-10
CC(C)CCNC(=O)C1(O)c2ccccc2NC(=O)N1c1ccc(Cl)cc1 (stereo not given),4,-2.3,12,-0.5,-2.5,1,-0.7,-8,6
O=C(CSc1ccc(-c2ccncc2)nn1)N1CCCC1,-1,-2.3,-2,1.5,-0.5,3,-0.7,-6,7
COc1ccccc1N1CCN(Cc2ccco2)CC1,11,-4.5,-3,/,3.1,3,-0.7,10,4
COc1ccc(NS(=O)(=O)c2cc(NC(=O)C3=NN(c4ccccc4)C(=O)CC3)ccc2C)cc1,1,-0.8,1,0.4,0.1,16,0.6,5,0
COc1ccc2nc(NCCO)[nH]c2c1,11,-1.3,-4,/,0.7,-3,0.5,9,-8
CCCCN(CC(=O)NCc1ccc(F)cc1)C(=O)c1ccco1,4,-2.0,0,0.9,-0.4,7,-0.9,2,-6
c1ccc(-c2nc(C3CCCCC3)no2)cc1,-38,-0.7,-6,/,-0.2,6,0.7,4,-4
COc1ccc(N2C(=O)C3C(c4ccc(OC)cc4O)NC(Cc4ccccc4)(C(=O)O)C3C2=O)cc1 (stereo not given),-9,-0.6,1,-0.8,-0.6,2,0.6,-5,2
COC(=O)[C@]1(C)N[C@H](c2ccc(-c3cccc(Cl)c3)c(OC)c2)[C@@H]2C(=O)N(C)C(=O)[C@@H]21,-11,-2.3,0,1.8,-0.7,15,-0.1,-4,-9
C[C@@H]1CN([C@H](C)CO)C(=O)CCCn2nncc2CO[C@H]1CN(C)C(=O)C1CC1,-1,1.3,-6,0.9&0.8,0.0,8,/,3,-3
COc1ccc2cc(CN(Cc3cccnc3)S(=O)(=O)c3ccccc3)c(=O)[nH]c2c1,-9,-4.5,-1,4.8,-0.1,10,0.4,7,-3
CCCCn1c2c(cc(C(=O)OC)c1=O)C(=O)CCC2,-9,-2.6,0,-0.2,-0.6,4,-1.7,7,-4
C#CCCCc1nc2ccccc2c(=O)n1N,-3,-0.2,1,/,0.3,-1,-0.4,17,-3
CCOc1ccc(CN2CCNC(=O)C2CC(=O)NCc2csc(C)n2)cc1 (stereo not given),-12,-4.0,-4,1.1,0.9,-3,-0.7,3,3
CCn1c(SCC(=O)N/N=C/C=C/c2ccco2)nnc1-c1ccccc1,-3,-1.2,0,1.7,-0.8,-5,-0.2,8,1
COc1cc2c(cc1OC)C(c1ccccc1)N(Cc1ccc(S(=O)(=O)NC(=O)c3ccco3)cc1)CC2 (stereo not given),-4,/,3,1.5,-0.1,/,/,9,-9
COc1cccc(-c2cnc(OC(C)(C)C)nc2OC(C)(C)C)c1,-5,-1.3,-4,/,0.7,9,0.4,-10,-1
COc1ccc([N+](=O)[O-])cc1N(CC(O)CN1C(=O)NC(C)(C)C1=O)S(=O)(=O)c1ccccc1 (stereo not given),-11,-1.0,-5,0.7,-2.8,-6,0.3,2,-5
Oc1ccc2ccccc2c1CN1CCCCC1,-8,-8.4,-8,-3.2,-0.3,1,1.2,8,7
O=C(CCc1ccccc1)N1CCN(c2ccc(Cl)cc2)CC1,5,0.1,-4,/,0.9,25,0.2,-6,1
CCOc1ccc2nc(NC(=O)C3(C)CC3(Br)Br)sc2c1 (stereo not given),?,-3.6,36*,-0.9,-1.7,1,3.3,4,5
CS(=O)(=O)NNP(=O)(NNS(C)(=O)=O)NC(=O)c1ccc(Br)cc1,-6,-19,-10,-0.7,0.4,-5,0.1,-13,-8
CC(=NNc1nc2ccccc2o1)c1ncccn1,15,-4.0,18,-8.9,4.9,-4,20,-12,20
COc1ccc(-n2c(SCc3cn4c(C)cccc4n3)nc3ccccc3c2=O)cc1OC,0,-2.5,-3,0.9,0.2,-13,2.0,6,2
Cc1ccc(-n2nc3c(c2NC(=O)c2ccc(F)c(F)c2)CS(=O)(=O)C3)cc1,8,0.1,1,0.9,1.7,-3,-0.3,16,-1

Record cards, from the list above. Values in the order: BoNT-F LC inh	FadD28 binding	Anthrax LF prot	TcdB GH inh	BoNT A protease	Y pestis TopoI	PfHsp40 rescue	CCHFV vOTU inh	PrPC TRFRET
COc1cc2c(cc1OC)C(c1ccccc1)N(Cc1ccc(S(=O)(=O)NC(=O)c3ccco3)cc1)CC2 (stereo not given) is entered as -4	/	3	1.5	-0.1	/	/	9	-9
CC(=NNc1nc2ccccc2o1)c1ncccn1 is entered as 15	-4.0	18	-8.9	4.9	-4	20	-12	20
Cc1ccc(-n2nc3c(c2NC(=O)c2ccc(F)c(F)c2)CS(=O)(=O)C3)cc1 is entered as 8	0.1	1	0.9	1.7	-3	-0.3	16	-1
COc1ccc(N2C(=O)C3C(c4ccc(OC)cc4O)NC(Cc4ccccc4)(C(=O)O)C3C2=O)cc1 (stereo not given) is entered as -9	-0.6	1	-0.8	-0.6	2	0.6	-5	2

Next compounds follow:
Compound,BoNT-F LC inh,FadD28 binding,Anthrax LF prot,TcdB GH inh,BoNT A protease,Y pestis TopoI,PfHsp40 rescue,CCHFV vOTU inh,PrPC TRFRET
Fc1cccc(NC(=S)NCc2ccccc2Cl)c1,?,-10,-16,2.6,-8.0,-5,7.1,3,7
NC(=O)c1ccccc1OCC(=O)Nc1ccc(Cl)c(Cl)c1,-4,-8.2,-17,1.9,-0.4,-2,0.2,-7,3
COc1ccc(CN2CCCC(C(=O)c3cccc(C(F)(F)F)c3)C2)cc1O (stereo not given),-2,-0.2,-5,1.1,-0.5,10,0.9,3,0
O=C(NCCC(=O)N(Cc1ccco1)Cc1cccs1)c1ccccc1Cl,-6,-1.3,-3,0.1,0.1,16,-1.8,6,-1
O=C(COC(=O)c1cc(=O)[nH]c2ccccc12)NCc1ccc(Cl)cc1,-6,-2.6,-5,1.5,-0.2,8,-0.7,-6,3
COc1ccc(NC(=O)/C=C/c2cccc(C(F)(F)F)c2)cn1,0,-4.5,-3,0.7,-1.6,1,9.3,8,6
CCOCCn1c(C(C)O)nc2ccccc21 (stereo not given),-1,-0.3,-3,/,-0.8,-5,0.8,17,4
CCOC(=O)N1CCN(C(=O)CN(C2CCCCC2)S(=O)(=O)c2ccc(F)cc2)CC1,13,-0.7,-5,/,1.5,4,-0.5,-14,-1
COc1cccc(/C=N/NC(=O)C(=O)N/N=C/c2cccc(OC)c2OC)c1OC,2,-1.6,-3,0.2,-0.6,4,0.3,-13,3
CCNC(=O)C1(C)CCCN(C(=O)c2cccnc2Oc2ccccc2)C1 (stereo not given),3,-1.6,-5,1.6,0.2,1,/,3,-2
COC(=O)CN1C(=O)[C@H]2[C@@H](/C=C/c3ccccc3)N3C(=O)CN(CCO)C(=O)[C@@]3(Cc3ccccc3)[C@H]2C1=O,-6,0.0,-4,0.8,0.3,4,-0.9,8,-2
CCC(=O)n1nc(-c2ccc(Cl)cc2)nc1NCc1ccccc1,-1,-1.9,-5,0.2,0.2,4,-0.8,-2,0
COc1ccc(-c2c(C#Cc3ccsc3)c3cc(-c4ccc(OC)c(F)c4)ccc3n2C)cc1,-1,-2.2,-5,1.5,1.0,-1,-0.2,3,3
CC(=O)N1CC=CC1(CC(C)C)C(=O)NCc1cc(F)cc(C(F)(F)F)c1 (stereo not given),-4,-3.1,0,0.3,-0.4,0,-0.3,14,2
CCOc1ccccc1N(CC(=O)Nc1c(C)n(C)n(-c2ccccc2)c1=O)S(=O)(=O)c1ccccc1,3,-3.8,1,2.1,-0.6,1,-1.2,4,1
CC(C)OC(=O)c1cccnc1N1CCN(c2cccc(Cl)c2)CC1,-1,-0.5,0,1.8,-1.1,35,5.6,-1,-1
CCC(C)NCCOCCOc1ccc(Cl)cc1Br (stereo not given),35*,1.2,-7,-0.5,5.1,2,0.1,-4,-1
CC(C)NC(=O)C1CCN(C(=O)c2ccc(-c3ccccc3)cc2)CC1,-10,0.1,-4,/,1.3,0,-1.4,-9,-6

High-throughput results as filed in PubChem.
